Screens as filed in PubChem BioAssay.
GAA inh = alpha-glucosidase (human) inhibition; 200,000 tested, 0.005% active; purified human GAA, 4-MU-alpha-glucoside fluorescence; P10253; AID 1466; Potency, µM (titrated, usually from 76.9 µM), without a hit: top-dose activity change, negative = inhibition, usual class: inhibitors;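 note: potency is the fitted concentration of half-maximal effect; plate controls were uninhibited enzyme wells for no effect and no-enzyme background for full effect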
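Enzyme (4 nM final) mixed with compound (up to 77 uM), then 4-MU-alpha-D-pyranoside (400 uM final) added; 20 min at room temperature, pH 5.0. Reaction stopped at pH 10, fluorescence read, AC50 derived by Hill fit.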
GAA spleen mod = inhibits or activates alpha-glucosidase in human spleen homogenate | human spleen homogenate, 4-MU-alpha-glucoside fluorescence | AID 2112 | P10253 | 240,000 tested, 0.006% active | Potency, µM (doses to about 79.9 µM), inactives show top-dose activity change, negative = inhibition, hits mostly inhibitors;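 note: potency is the fitted concentration of half-maximal effect; 0% = enzyme with vehicle and -100% = no enzyme basal signal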
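Compounds were titrated against alpha-glucosidase in spleen homogenate at pH 5.0, with 1 mM 4-methylumbelliferyl substrate for 40 min at 37 C. Reactions were quenched with pH 10 NaOH/glycine and fluorescence measured.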
CBFb RUNX1 block = blocks binding between human CBF-beta and RUNX1; Q01196+Q13951; AlphaScreen CBFb-His/RUNX1-biotin binding, biochemical; Potency, µM (top dose mostly 59.8 µM), without a hit: top-dose activity, negative = inhibition, most hits filed as inhibitors; 230,000 tested, under 10 active; note: % of control where 0% means no effect
Target sequence (Q01196 whole entry, looked up): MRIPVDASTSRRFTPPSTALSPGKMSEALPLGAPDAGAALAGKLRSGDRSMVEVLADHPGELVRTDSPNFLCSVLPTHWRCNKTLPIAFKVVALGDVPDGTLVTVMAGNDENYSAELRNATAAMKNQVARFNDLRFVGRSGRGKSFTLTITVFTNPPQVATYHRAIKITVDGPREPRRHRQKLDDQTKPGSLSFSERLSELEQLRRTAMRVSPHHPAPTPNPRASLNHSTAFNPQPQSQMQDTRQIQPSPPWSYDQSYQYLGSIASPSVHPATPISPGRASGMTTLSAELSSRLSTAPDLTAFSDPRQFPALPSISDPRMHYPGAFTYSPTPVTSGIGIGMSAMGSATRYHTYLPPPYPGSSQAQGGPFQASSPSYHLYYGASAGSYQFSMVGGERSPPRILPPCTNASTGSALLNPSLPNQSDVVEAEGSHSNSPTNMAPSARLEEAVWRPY
Target sequence (Q13951 whole entry, looked up): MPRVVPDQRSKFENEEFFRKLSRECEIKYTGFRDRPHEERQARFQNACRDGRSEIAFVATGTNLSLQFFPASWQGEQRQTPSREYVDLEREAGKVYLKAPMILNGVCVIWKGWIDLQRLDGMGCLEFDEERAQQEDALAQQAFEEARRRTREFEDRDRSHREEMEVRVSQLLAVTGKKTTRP
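Proteins preincubated together for 20 min at RT before compound addition; 15 min later, nickel and streptavidin beads were added and left 90 min prior to AlphaScreen measurement.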
Lamin A splicing = changes lamin A minigene splicing in HeLa cells; 200,000 tested, 0.01% active; Potency, µM (titrated, usually from 46.1 µM), without a hit: top-dose ratio change, negative = inhibition, most hits filed as inhibitors; HeLa LMNA splicing GFP/RFP minigene ratio, 48 h; active = well fitted inhibition curve with a large enough effect in the signal ratio, with a control signal flat, not every such curve was filed as active; inconclusive = small, poorly fitted or top-dose-only effect, or effect the other way, or a change in a side signal; the % refers to the signal ratio; note: potency is the fitted concentration of half-maximal effect; % is set by controls: 0 for no effect and ±100 for the full control effect
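S3 HeLa cells stably expressing lamin A-EGFP splicing minigene plus DsRed2, 600 cells/well, 48 h compound exposure at 37C. Laser-scanning cytometry; analysed as GFP (500-530 nm)/RFP (575-640 nm) total intensity ratio; 0.5% DMSO vehicle.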
HTT cytoprotect = protects HTT-Q103 PC12 cells, measured by ATP; PC12 HTT-Q103 induced, cytoprotection, ATP luminescence, 40 h; Potency, µM (titrated, usually from 56.4 µM), without a hit: cytoprotection (ATP increase), actives largely listed as activators; 230,000 tested, 0.14% active; AID 1471;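 note: potency is the fitted concentration of half-maximal effect; % of control where 0% means no effect; nearly all actives have a fitted effect of over 45% in size; toxic huntingtin expression switched on by the ecdysone agonist tebufenozide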
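Cells were plated at 1500 per well in phenol red-free DMEM with 5% equine and 5% calf serum. Tebufenozide (100 nM final) and compounds were added, then ATPlite reagent, and luminescence was read.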
GAA glycogen mod = alters human alpha-glucosidase cleavage of glycogen | recombinant GAA, glycogen substrate, Amplex Red glucose oxidase fluorescence | Potency, µM (doses to about 76.4 µM), inactives show at the highest dose activity change, negative = inhibition, usual class: inhibitors | 300,000 tested, 0.38% active | AID 2100;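 note: potency is the fitted concentration of half-maximal effect; 0% = full enzyme reaction and -100% = no-enzyme basal signal; the screen sought inhibitors and activators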
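Recombinant human enzyme (4 nM); glycogen substrate; 37 C, 40 min, pH 5.0. Readout: coupled glucose oxidase/Amplex Red fluorescence.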
HttQ103 aggreg = inhibitors of mutant huntingtin aggregate formation in PC12 cells | Potency, µM (highest dose often 46.1 µM), for the others: at the top dose activity change, negative = inhibition, usual class: inhibitors | AID 1688 | 220,000 tested, 1.1% active | PC12 HttQ103-GFP aggregates, Acumen cytometry, 40 h; note: potency is the fitted concentration of half-maximal effect; % is set by controls: 0 for no effect and ±100 for the full control effect; nearly all actives have a fitted effect of over 60% in size
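Aggregate formation scored by laser-scanning cytometer (488 excitation, 500–530 emission) in lysed PC12 cells expressing Q103-GFP after 100 nM tebufenozide induction; library tested in dose series, with ATPLite reagent added in the multiplex.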
An asterisk follows results filed as active; ? = inconclusive; . = no result given; [ ] = dose if it differs, or a comment. Unless noted, calls come from the whole dose curve; as a rule, active = well fitted curve in the direction sought with a large enough effect; inconclusive = small, poorly fitted or top-dose-only effect, or another doubt; inactive = no such curve, though single readings can be large; an effect the other way counts as inactive or inconclusive.

smiles | HTT cytoprotect | HttQ103 aggreg | Lamin A splicing | GAA inh | GAA spleen mod | GAA glycogen mod | CBFb RUNX1 block
O=C(NCc1ccccc1)N1CCN(c2ccc(Cl)c(Cl)c2)CC1 | -17% | ? | ? | 4% | -5% | 1% | -1%
O=S1(=O)CC/C(=N/Nc2ccccn2)c2cc(F)ccc21 | -14%[10 µM] | -16%[9.22 µM] | . | . | 6% | -18% | 4%
CCOC(=O)c1c(N)sc2c1CCSC2 | -22% | -5%[9.22 µM] | 2% | -5% | 6% | ? | -5%
COc1ccc(C(=O)Cn2ccsc2=NC(C)=O)cc1 | 17% | 11% | -12%[9.22 µM] | 2% | 0% | -7% | 8%
COCCNC(=S)N/N=C/c1ccc(-c2ccc([N+](=O)[O-])cc2)o1 | 4%[10 µM] | -1%[9.22 µM] | . | . | -8% | -8% | 6%
O=C(Nc1cc(Cl)cc(Cl)c1)C(c1ccccc1)N1CCCCC1 (stereo not drawn) | 22%[10 µM] | -18% | ? | -2% | -16% | -7% | 21%
Cc1cc(C(=O)N/N=C/c2ccc(-c3cccc(Br)c3)o2)n[nH]1 | -19%[10 µM] | -7%[9.22 µM] | . | . | -8% | -1% | 5%
CNc1nc(OC)nc(N(C#N)CN2C(=O)c3ccccc3S2(=O)=O)n1 | -160%[inhibitor] | 5% | . | 1% | -1% | 6% | 9%
CCCCC(NS(=O)(=O)c1ccc(OC)cc1)C(=O)O (stereo not drawn) | 8% | 20% | ? | -11% | -1% | 8% | 4%
NCCC[C@@H](CC(=O)N[C@@H]1CCNC[C@H]1C(=O)N[C@H](CC(=O)N[C@@H](CCC(=O)O)CC(=O)O)Cc1c[nH]c2ccccc12)NC(=O)C[C@H](Cc1ccccc1)NC(=O)[C@@H]1CNCC[C@H]1N | -15%[1.9 µM] | . | . | . | 2% | . | 20%
CN(C(=O)CSc1nnnn1-c1ccc(O)cc1)C1CCS(=O)(=O)C1 (stereo not drawn) | 5%[10 µM] | -8% | -14%[46 µM] | 0% | 2% | -30% | 2%
COc1ccc(Nc2nc(-c3cc4cccc(OC)c4oc3=O)cs2)cc1 | 14%[10 µM] | 12% | 2% | -2% | -34% | -6% | 5%
CCOC(=O)CN1CC23C=CC(O2)C(C(=O)NC2CCCCC2)C3C1=O (stereo not drawn) | -24% | -1% | -2% | -6% | 18% | 6% | 1%
CC(C)C(C(=O)Nc1ccccc1)N1C(=O)c2ccccc2C1=O (stereo not drawn) | -16% | -18% | -3% | 1% | -3% | -12% | -4%
CC(=O)n1cc([C@H]2C=C(C(=O)Nc3ccccc3)O[C@@H](OCCCCO)C2)c2ccccc21 | -2%[10 µM] | -4%[9.22 µM] | . | . | -6% | -9% | 8%
COc1cc(NC(=O)c2cccc3c2C(=O)N(Cc2cccnc2)C3)cc(OC)c1OC | -7% | 8% | ? | 4% | 4% | -6% | 2%
Fc1ccccc1CSc1nc2ccccc2[nH]1 | -17%[10 µM] | 12% | 1% | -3% | 2% | -4% | 6%
COc1ccc(OCC(=O)Nc2cc(-c3nn4c(C)nnc4s3)ccc2C)cc1 | -5% | 7% | 15% | -2%[15.4 µM] | 0% | 8% | -1%
CCc1nc2scc(-c3ccccc3)c2c(=O)n1N | -8% | -6% | -1% | -4% | -4% | 0% | 10%
Cc1ccccc1NC(=S)N/N=C/C(C)c1ccccc1 (stereo not drawn) | 4.5µM* | -1% | 0%[46 µM] | -19% | 5% | 3% | -8%
Cc1ccc(S(=O)(=O)NCCCCCC(=O)Nc2ccccc2C)cc1 | . | -8% | -12% | -7% | 1% | 11% | 4%
CC(C)CNC(=S)N1CCC(NC(=O)c2ccco2)CC1 | -3% | 5% | ? | -6% | -5% | 2% | -1%
CC(C)(C)NC(=O)c1cccc(NC(=O)CSc2ccccc2)c1 | 8% | 2% | -1% | 0% | 4% | 2% | 1%
C=CCCC/C=C(/C)C(OCc1ccc(OC)cc1)C(CC/C=C(\C)C(N)=O)OC (stereo not drawn) | -2%[10 µM] | . | . | . | -9%[17.4 µM] | . | -1%[13.1 µM]
COc1ccc(C(N)=S)cc1 | -4%[1.9 µM] | 17% | -9% | -5% | -7% | -11% | -4%
COc1ccc(CNC(=S)Nc2ccc(-c3ccccc3)cc2)cc1 | -44% | -9% | . | -4% | -9% | -2% | 10%
O/N=C(\c1ccc(Cl)cc1)c1cc2ccccc2o1 | 2% | ? | ? | -10% | -11% | -11% | 2%
CCn1c(-c2ccc(N)cc2)nc2ccccc21 | 3% | -7% | -10% | 3% | 2% | 8% | 2%
C=C(C)CSc1nnc([C@H](CCSC)NC(=O)OC(C)(C)C)o1 | -3%[0.074 µM] | 5% | 0% | -6% | -14% | -9% | 6%
C/C(=N\n1c(C)cc(C)c(C#N)c1=O)c1cccs1 | 25% | 0% | 4% | 2% | -22% | 2% | -4%
CC(=O)Nc1ccc(-c2csc(N/N=C(/C)c3ccccc3)n2)cc1 | 0%[10 µM] | 8%[9.22 µM] | . | . | 2% | ? | -14%
O=C(O)c1cc(-c2ccc(O)cc2)on1 | 4%[10 µM] | -6%[9.22 µM] | -5%[46 µM] | ? | 10% | -16% | -6%
O=C(O)CCCCCNCc1ccncc1 | 14%[0.074 µM] | 8% | -2% | -4% | 0% | 2% | 10%
Cc1cccc(-n2ncc3c(NCCCn4ccnc4)ncnc32)c1 | -6%[10 µM] | 8% | -1% | -2% | -1% | -11% | -6%
CCc1ccc2nc(Nc3ncc(C(C)=O)c(C)n3)nc(C)c2c1 | 11%[10 µM] | -19%[9.22 µM] | . | . | 2% | 4% | -3%
COc1ccc(S(=O)(=O)NCCc2csc(C)n2)cc1C | -14% | -11% | -3% | 0% | -7% | -3% | 2%
CC(=O)NC(=O)c1cnn(-c2ccccc2)c1N | -3%[10 µM] | -13%[9.22 µM] | . | . | 0% | -2% | 4%
CCOc1ccc(Cc2nc(C)c(CC(=O)N3CCCCC3)c(=O)[nH]2)cc1 | 0% | 1% | 7% | -2% | -2% | -3% | 1%
O=C1C2C3C=CC(CC3)C2C(=O)N1/N=C/c1c(O)ccc2ccccc12 (stereo not drawn) | 8% | 0% | . | 8% | -4% | 11% | 24%
COc1cc(S(=O)(=O)N(Cc2ccccn2)Cc2ccco2)ccc1-n1cnnn1 | -2%[10 µM] | -6% | 0% | 3% | 0% | -3% | 12%
O=C(Nc1ccc(-c2cnco2)cc1)c1ccc(Cl)cc1 | 8%[10 µM] | 17%[9.22 µM] | 20%[46 µM] | -3% | -4% | 3% | 2%
COc1ccccc1C(=O)NC(C)c1ccccc1 (stereo not drawn) | 19% | 7%[9.22 µM] | -5% | -4% | -10% | 1% | -2%
Cc1nc(-c2ccc(C(F)(F)F)cc2)sc1C(=O)NN | -14%[10 µM] | 5%[9.22 µM] | . | -16% | 0% | ? | -1%
S=C(NCc1ccc(Cl)cc1Cl)Nc1ccccc1 | 17%[0.074 µM] | -6% | ? | 2% | 5% | 8% | 9%
CCOC(=O)c1sc(NC(=O)Nc2ccccc2)cc1C | . | -17% | ? | -2% | -2% | -1% | 6%
COc1ccc(CCNC(=O)CSc2nc3[nH]ncc3c(=O)n2-c2ccc(Cl)cc2Cl)cc1OC | 10% | -4% | 20%[9.22 µM] | -9% | -5% | -13% | 1%
CCc1cccc(CC)c1NC(=O)COC(=O)c1ccc(F)c(S(=O)(=O)N(CC)CC)c1 | -4%[10 µM] | -4% | -12% | -9% | 2% | -4% | 6%
Cc1cccc(C)c1Nc1nnc(SCC(=O)NC2CCS(=O)(=O)C2)s1 (stereo not drawn) | -13%[0.074 µM] | -11% | ? | -1% | 4% | -6% | -22%
CCCCCCCCCCCCCCCC(=O)C1=C(O)C(CO)OC1=O (stereo not drawn) | -9% | . | . | . | 1% | . | -8%
Cc1nc2sc3c(c2c(=O)n1/N=C/c1ccco1)CCCC3 | -14%[10 µM] | -9% | -12% | -6% | 0% | 1% | 1%
Cc1cccc(C(=O)N2CCC(=O)N(C(COCc3ccc(Cl)cc3)Cc3ccccc3)CC2)c1 (stereo not drawn) | . | -8% | ? | -7% | -11% | 3% | 4%[2.36 µM]
COc1ccc2[nH]c(=O)c(CN(Cc3ccc4c(c3)OCO4)C(C)=O)cc2c1 | -25% | 8% | 7% | 0% | -10% | 3% | -2%
COc1ccccc1OCCn1cc(/C=C(\C#N)C(=O)NCc2cccs2)c2ccccc21 | -2%[10 µM] | ? | -11% | 1% | -5% | -4% | -4%
O=C(CSCC(=O)Nc1nc(-c2ccc3c(c2)OCO3)cs1)Nc1nccs1 | -19%[10 µM] | -2%[9.22 µM] | . | . | -2% | 6% | -2%
O=C(CSc1nc2ccccc2c(=O)n1Cc1ccco1)c1ccccc1 | -7% | -9% | -8% | 6% | -2% | 4% | -1%
Cc1ccc2oc(-c3ccccc3)nc2c1 | 4% | 1% | -1% | -8% | -4% | 0% | 4%
C=CCc1ccccc1OCCNCc1ccccc1 | -24% | -25% | -8%[46 µM] | -10% | -1% | 1% | -2%
O=C(CSc1nnc(-c2ccncc2)n1Cc1ccccc1)NC1CCCc2ccccc21 (stereo not drawn) | 14%[10 µM] | 6% | 2% | 5% | 3% | 1% | -1%
COc1ccc(-c2[nH]ncc2/C=C(/C#N)C(=O)NC2CCCCC2)cc1 | -19%[10 µM] | -29% | 2% | 1% | -6% | 1% | -2%
O=S1(=O)NC(=NC2CCCCCC2)c2ccccc21 | -9%[0.074 µM] | 3% | 2% | -6% | -2% | 9% | 1%

Next part:
smiles | HTT cytoprotect | HttQ103 aggreg | Lamin A splicing | GAA inh | GAA spleen mod | GAA glycogen mod | CBFb RUNX1 block
CN(C)/C=N/NC(=O)c1ccc(Cl)cc1 | -16% | -2% | . | -8% | -3% | -4% | 6%
CCN(CC)S(=O)(=O)c1cc(C(=O)Oc2cccc(-c3cnc4ccccc4n3)c2)ccc1OC | 0%[10 µM] | -18% | -16% | -6% | 2% | 1% | -5%
CC1(C)CC(=O)C2=C(C1)NC1=C(C(=O)c3ccccc31)C2c1ccccc1 (stereo not drawn) | 5%[10 µM] | -15% | ? | -4% | -5% | -21% | ?
CSc1ccc(-c2nc(CSCC(=O)N3CCOCC3)c(C)o2)cc1 | -10% | -21% | ? | 7% | 2% | 6% | -2%
CCc1ccccc1NC(=O)CSc1ncn[nH]1 | -2%[10 µM] | 1% | 19% | -6% | -1% | 0% | 4%
COC(=O)Nc1ccc([N+](=O)[O-])cc1OC | -3%[10 µM] | ? | -7% | -7% | -5% | 5% | -1%
